# High-throughput results deposited in PubChem by The Scripps Research Institute Molecular Screening Center.
# ARFGAP1 inhibitor: inhibits rat ARF GTPase activating protein 1; Q62848; Arfgap1-stimulated ARF1 GTP hydrolysis, GDP FP detection; inhibition, % at 16.5 µM; 360,000 compounds, 0.26% hits;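 active means inhibition above a per-plate limit, mean inhibition of low control wells plus 3 SD, cut at about 25% in these data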;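 further: 0% = DMSO wells with enzyme and 100% = wells lacking Arfgap1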
#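 system = rat Arfgap1 catalytic domain, aa 1-136 | technique = FP, GDP Alexa 633 tracer displaced from anti-GDP antibody, 620/688 nm | compound = one concentration, 16.5 µM, DMSO 1.26% | medium = HEPES-based buffer, pH 7.5 | timing = compound-enzyme preincubation 20 min, reaction 120 min, detection 60 min, 25 °C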
# ADAM17 inh: ADAM17 inhibition, QFRET primary screen | P78536 | recombinant ADAM17, EDANS/DABCYL FRET peptide cleavage | inhibition, % at 6.95 µM | 370,000 compounds, 0.83% hits | AID 720648;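 active means inhibition above the mean of compounds lying between control limits plus 3 SD, set per campaign, cut at about 8.5% in these data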;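 further: 0% = DMSO-only wells as the low control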
# Target sequence (P78536 215-824 limits assumed): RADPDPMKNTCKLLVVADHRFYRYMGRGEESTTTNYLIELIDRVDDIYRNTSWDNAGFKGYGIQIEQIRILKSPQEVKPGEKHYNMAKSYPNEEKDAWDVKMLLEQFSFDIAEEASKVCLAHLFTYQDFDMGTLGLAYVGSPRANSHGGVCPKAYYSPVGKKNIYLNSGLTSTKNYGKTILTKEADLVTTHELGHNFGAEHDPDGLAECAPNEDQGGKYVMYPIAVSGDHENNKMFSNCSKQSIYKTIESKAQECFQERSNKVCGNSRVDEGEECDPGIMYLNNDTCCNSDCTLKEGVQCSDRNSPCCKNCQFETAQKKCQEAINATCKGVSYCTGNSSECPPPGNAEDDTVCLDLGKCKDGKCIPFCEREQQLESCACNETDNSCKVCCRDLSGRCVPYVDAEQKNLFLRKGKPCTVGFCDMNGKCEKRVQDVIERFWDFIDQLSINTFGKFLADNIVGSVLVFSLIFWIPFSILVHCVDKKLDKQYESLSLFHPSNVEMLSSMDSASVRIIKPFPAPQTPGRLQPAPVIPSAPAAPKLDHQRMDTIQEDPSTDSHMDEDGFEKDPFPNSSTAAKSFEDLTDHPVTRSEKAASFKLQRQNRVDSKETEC
# UHRF1 binding: blocks human UHRF1 binding to methylated DNA | 370,000 compounds, 0.75% hits | Q96T88 | UHRF1 binding to methylated oligo, TR-FRET | inhibition, % at 4.4 µM; in the data active means inhibition above about 21%;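 further: UHRF1 SRA domain binding a hemimethylated CpG hairpin DNA probe; 0% = median of test compound wells and 100% = reference inhibitor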
# PLCg1 inh: blocks human PLC-gamma1 enzyme activity. inhibition, % at 12.2 µM. P19174. 370,000 compounds, 0.84% hits. AID 720700. purified PLC-gamma1, fluorogenic substrate, fluorescence; in the data active means inhibition above about 9.5%
# DDE Tn6 FP inh: inhibitors of Tn6 peptide binding to human fibrin DD(E) | inhibition, % at 8.3 µM | Fibrin DD(E) TRITC-Tn6 fluorescence polarization displacement | AID 720509 | P02675 | 370,000 compounds, 0.21% hits;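 active means inhibition above a per-campaign cutoff: mean of compounds within control limits plus 3 SD, cut at about 15% in these data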;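 further: 0% = median of all compound wells on the plate and 100% = blocking peptide control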
# PLC-beta3 inh: PLC-beta3 (human) inhibition, primary screen. Purified PLC-beta3, fluorogenic substrate, fluorescence. inhibition, % at 12.2 µM. 370,000 compounds, 0.18% hits. AID 720704; in the data active means inhibition above about 11%;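 further: 0% = median of compound wells on plate and 100% = full blocker control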
# MBD2 DNA inh: blocks human MBD2 binding to methylated DNA. inhibition, % at 4.4 µM. 370,000 compounds, 0.31% hits. TR-FRET, MBD2 binding to methylated oligonucleotide. Q9UBB5; in the data active means inhibition above about 13%
# Target sequence (Q9UBB5 whole entry, looked up): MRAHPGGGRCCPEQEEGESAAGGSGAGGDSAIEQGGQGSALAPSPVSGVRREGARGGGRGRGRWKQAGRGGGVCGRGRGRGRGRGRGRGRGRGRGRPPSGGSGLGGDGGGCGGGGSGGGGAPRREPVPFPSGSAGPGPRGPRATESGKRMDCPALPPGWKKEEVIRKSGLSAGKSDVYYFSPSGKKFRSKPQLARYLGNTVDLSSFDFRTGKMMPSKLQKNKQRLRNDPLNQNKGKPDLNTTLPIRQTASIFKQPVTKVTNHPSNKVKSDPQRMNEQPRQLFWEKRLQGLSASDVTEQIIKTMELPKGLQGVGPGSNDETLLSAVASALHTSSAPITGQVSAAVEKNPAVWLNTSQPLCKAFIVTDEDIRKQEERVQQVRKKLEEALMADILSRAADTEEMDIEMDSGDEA
# KLK7 zymogen act: activators of human kallikrein-7 zymogen; activation, % at 7 µM; P49862; purified proKLK7, EDANS-DABCYL substrate fluorescence; 100% is mature enzyme control, 0% vehicle; 370,000 compounds, 0.9% hits;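 active means activation above the mean of all tested compounds plus 3 SD, computed per campaign excluding outliers beyond control limits, cut at about 13% in these data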
# ASAP1 GAP inh: inhibitors of human ASAP1 ArfGAP activity; 360,000 compounds, 0.19% hits; ASAP1-stimulated ARF1 GTP hydrolysis, GDP FP detection; inhibition, % at 16.5 µM; Q9ULH1; AID 624377; in the data active means inhibition above about 25%;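 further: 0% = vehicle with enzyme and substrate and 100% = no enzyme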
# DDE Tn7 FP inh: disrupts Tn7 cyclic peptide binding to fibrin D-Dimer-E complex. 370,000 compounds, 0.13% hits. AID 720508. FP displacement of FITC-Tn7 peptide from fibrin DD(E); 0% = median of compound wells per plate. P02675. inhibition, % at 8.3 µM;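 active means inhibition above the mean of compounds falling within the control limits plus 3 SD of them, cut at about 14% in these data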;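 further: 0% = plate median of compound wells and 100% = 10 µM Aha-Tn7 peptide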
#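 assay system = human clot-derived fibrin DD(E) complex | quantity = Fibrin-DD(E) at 2 µM final | timing = 10 min preincubation, 3 h with tracer, room temperature | signal = fluorescence polarization | measure = percent inhibition | benchmarks = high control wells with 10 µM unlabelled Aha-Tn7 peptide (full inhibition) | replicates = singlicate testing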
# The depositor's hits bear a star; i = inactive; nt = no result given.
no.	mol	KLK7 zymogen act	DDE Tn7 FP inh	PLC-beta3 inh	ARFGAP1 inhibitor	UHRF1 binding	ASAP1 GAP inh	DDE Tn6 FP inh	MBD2 DNA inh	ADAM17 inh	PLCg1 inh
1	CCOC(=O)c1[nH]c2ccc(OC)cc2c1NC(C)=O	9.3	8	-420	5	1	-2	-2	-2	-120	-338
2	Cc1ccc(C)c2c1[nH]c1ccc([N+](=O)[O-])cc12	-1.4	-7	-42	4	-1	11	1	-5	3	-21
3	C[C@@H]1CCC[C@]2(O[C@@H](CCO)C[C@@H](O)[C@@H]2O)O1	0.4	4	0	-2	0	-16	0	4	-5	0
4	O=C(CSc1nc2ccccc2c2nc3ccccc3n12)NCc1ccco1	0.4	7	-23	2	-5	2	-4	4	-10	-16
5	CCN1CCN(C(=O)c2cc3c(s2)-c2ccccc2S(=O)(=O)C3)CC1	-1.8	6	-54	-10	0	-7	-3	1	-5	-43
6	Cc1ccccc1-c1c(C)oc2cc(O)ccc2c1=O	58*	7	i	-4	4	8	-5	-1	i	i
7	O=C(Nc1cc([N+](=O)[O-])ccc1F)c1ccc2c(c1)OCCO2	0.0	3	3	-2	1	11	-2	-3	2	0
8	COc1ccccc1CN1CC(C(=O)N(C)CCc2ccccn2)CCC1=O (configuration not stated)	0.7	4	13*	5	-2	8	0	-1	5	6
9	Cc1cc(-c2cc(C)c(N)cc2C)c(C)cc1N	-0.1	3	2	7	1	-1	-7	1	0	-1
10	COc1ccc(/C=N\NC(=O)c2ccccc2Br)cc1COc1ccc(F)cc1	0.5	6	-7	12	4	4	5	-1	-3	-3
11	O=C(NNC(=S)NC(=O)c1ccccc1[N+](=O)[O-])c1ccc(Cl)cc1Cl	-0.3	0	0	0	2	5	-2	8	-4	1
12	Cc1cc2c(cc1S(=O)(=O)N1CCN(c3cccc(C)c3C)CC1)OCC(=O)N2	0.4	7	1	5	1	-3	-11	-1	4	-1
13	O=C(COC(=O)/C=C/c1cccs1)Nc1ccccc1Cl	0.0	-2	3	4	4	6	-3	1	-2	1
14	COc1ccc2sc(C)cc(=O)c2c1	51*	12	-413	5	-1	-1	2	3	-435	-328
15	NS(=O)(=O)c1ccc(CCNC(=O)c2coc3ccccc3c2=O)cc1	-0.2	-6	-6	4	5	1	-2	-3	0	5
16	COc1ccccc1NC(=O)C(C)OC(=O)C1COc2ccccc2O1 (configuration not stated)	0.5	5	-7	-12	0	-8	2	3	-1	2
17	COC(=O)c1ccc2nc(-c3ccc(C)cc3)c(Cc3ccsc3)n2c1	-3.3	-10	-89	3	20	-12	0	-2	-21	-64
18	Cc1ccccc1NC(=O)NCc1ccco1	0.0	1	3	2	1	2	-3	-1	-2	1
19	CCOC(=O)C1(C)CCN1C(=O)c1cc(F)cc(F)c1 (configuration not stated)	-0.4	-4	4	4	-2	-6	-9	3	-4	2
20	COc1ccccc1CNC(=O)C1CC2Cn3c(nc4cc(C)c(C)cc43)C2N1C (configuration not stated)	-0.2	-1	-1	0	-1	-8	6	0	-3	-1
21	Cc1nn(CC(=O)N2CCCc3ccccc32)c(C)c1[N+](=O)[O-]	0.0	9	3	2	-3	5	6	3	-1	3
22	c1ccc(-c2nc3ccccc3[nH]2)nc1	-2.0	-4	-6	0	-1	3	-6	-2	-1	-2
23	CC(=O)c1c(N2CCCCC2)nc(=O)n(-c2ccccc2)c1C	-0.1	2	1	0	-1	-8	0	-3	-3	-2
24	O=[N+]([O-])c1cccc(-c2nnc3n2CCCCC3)c1	-0.2	7	-5	-7	-1	4	-2	1	-3	-1
25	Cc1ccc(S(=O)(=O)N2CCC(C(=O)NCCc3ccc(S(N)(=O)=O)cc3)CC2)cc1	0.2	-4	1	2	1	-2	4	-2	-1	2
26	COc1ccc(Nc2nc(C(F)(F)F)nc(C)c2C#N)cc1	-0.5	3	-1	7	0	9	-2	-1	-2	-3
27	Cc1ccc(S(=O)(=O)N2CCOCC2)cc1NC(=O)COC(=O)CCC(=O)c1cccs1	-0.3	-1	8	11	4	3	3	-3	2	2
28	Cc1nc(SCCO)c2oc3ccccc3c2n1	-0.5	-7	7	18	-2	-1	-5	-3	8	7
29	O=C(Nc1cccc2cccnc12)c1ccc2c(c1)OCCO2	-0.5	0	0	10	-2	-9	1	-8	-3	-1
30	Cc1cccc(N2CCN(c3nc4ccccc4n4cnnc34)CC2)c1C	0.4	-1	1	4	-1	18	1	-7	-1	1
31	N#CC(OC(=O)c1ccccc1)c1cccc([N+](=O)[O-])c1 (configuration not stated)	0.0	2	1	1	-3	0	6	-2	2	-1
32	COc1ccc(NC(=O)CSc2nnnn2-c2ccccc2F)cc1	-0.2	3	-4	-2	1	-10	5	0	-1	-2
33	CC1(C)Oc2ccc3ccc(=O)oc3c2C[C@H]1O	0.9	1	-64	3	0	14	-8	0	-157	-42
34	CCc1ccc(/C=C2\CN(CC)Cc3c2nc2ccccc2c3C(=O)O)cc1	1.9	7	-55	-6	4	-19	-6	-3	-15	-37
35	CCCC(=O)NC(c1cccs1)c1cc([N+](=O)[O-])c2cccnc2c1O (configuration not stated)	-0.2	-3	1	3	-11	17	-6	-8	2	2
36	CCOC(=O)c1ccc2c(c1)n(CC)c(C)[n+]2CC	-0.1	-9	-6	-3	0	-5	-5	1	-2	3
37	COC(=O)c1cn(NC(=O)Cn2nc([N+](=O)[O-])c(Br)c2C)c(=O)c2ccccc12	-0.5	-6	2	-9	-1	-5	-1	5	-7	0
38	COc1ccc(CCNC(=O)c2cccc(S(=O)(=O)N3CCCCCC3)c2)cc1	0.5	0	-4	-6	0	-9	2	-3	1	3
39	COC(=O)c1ccc(COC(=O)c2cnccn2)cc1	-0.2	7	4	5	-1	1	1	0	0	0
40	OC(COCC1CC=CCC1)Cn1cnc2ccccc21 (configuration not stated)	-0.1	-3	3	-11	-1	16	-2	1	-2	5
41	COc1ccccc1C(CNC(=S)NCc1ccccc1)N1CCCC1 (configuration not stated)	0.0	6	-11	8	4	5	-7	5	-3	7
42	COc1cccc(-c2nnc3n2N=C(c2cccc(Br)c2)CS3)c1	0.3	-2	0	-4	6	-5	4	6	-3	1
43	O=C1NC[C@H](CCCCN2CCN(CCc3ccc(O)cc3)C(=O)C2=O)N(CCC2CCCCC2)C1=O	0.3	2	2	-12	0	3	2	1	3	4
44	Cc1nn(CC(=O)NCCc2ccccc2)c(=O)c2ccccc12	0.5	-2	5	-8	-3	-2	0	-5	-4	1
45	CC(CNC(=O)C(=O)NC(C)CCc1ccccc1)Cc1ccccc1 (configuration not stated)	-1.2	-4	3	-15	-1	10	4	-2	-3	3

# The list goes on (5 carried over from the part before).
no.	mol	KLK7 zymogen act	DDE Tn7 FP inh	PLC-beta3 inh	ARFGAP1 inhibitor	UHRF1 binding	ASAP1 GAP inh	DDE Tn6 FP inh	MBD2 DNA inh	ADAM17 inh	PLCg1 inh
41	COc1ccccc1C(CNC(=S)NCc1ccccc1)N1CCCC1 (configuration not stated)	0.0	6	-11	8	4	5	-7	5	-3	7
42	COc1cccc(-c2nnc3n2N=C(c2cccc(Br)c2)CS3)c1	0.3	-2	0	-4	6	-5	4	6	-3	1
43	O=C1NC[C@H](CCCCN2CCN(CCc3ccc(O)cc3)C(=O)C2=O)N(CCC2CCCCC2)C1=O	0.3	2	2	-12	0	3	2	1	3	4
44	Cc1nn(CC(=O)NCCc2ccccc2)c(=O)c2ccccc12	0.5	-2	5	-8	-3	-2	0	-5	-4	1
45	CC(CNC(=O)C(=O)NC(C)CCc1ccccc1)Cc1ccccc1 (configuration not stated)	-1.2	-4	3	-15	-1	10	4	-2	-3	3
46	C/C(CCC(C)C)=N\NS(=O)(=O)c1ccc(C)c([N+](=O)[O-])c1	0.6	-1	-6	-3	1	-10	1	2	-2	3
47	CCCCNC(=O)C1(C)CCN1C(=O)c1ccc2ccccc2n1 (configuration not stated)	0.6	-1	5	3	4	-7	-1	0	-4	2
48	Cc1ccc(Nc2nc(=O)c3cc([N+](=O)[O-])ccc3s2)cc1	0.3	-1	-4	-5	8	-5	1	-3	-4	-2
49	COc1ccc(C(=O)Nc2ccnn2C2CCN(Cc3cccnc3)CC2)cc1	0.0	3	-2	16	1	1	5	-1	0	-1
50	CC1=NN(Cc2cc(C(C)(C)C)c(O)c(C(C)(C)C)c2)C(=O)C1	0.7	4	0	-1	-4	-10	0	1	0	-1
51	CC1(C(=O)NS(=O)(=O)C2CC2)CCCN(C(=O)c2ccco2)C1 (configuration not stated)	0.0	4	2	-6	-2	-14	-2	2	-3	-1
52	CCOC(=O)CCC(=O)Nc1ccc(S(=O)(=O)Nc2cc(OC)nc(OC)n2)cc1	0.0	-8	-6	-5	3	0	-10	3	-1	4
53	CCN(CC)C(=O)CC[C@@H]1CC[C@]2(CCCN(S(=O)(=O)c3ccccc3)C2)O1	0.7	-3	2	nt	-1	nt	-7	3	-1	2
54	CCc1cc(=O)oc2cc(OCC(=O)N3CCC(C(N)=O)CC3)ccc12	0.5	-11	-6	4	0	13	-2	-4	-40	-10
55	COC(=O)C1=C(C)N(Cc2ccc(Br)cc2)C(=S)NC1c1cccc(OC)c1 (configuration not stated)	-0.4	1	1	4	-1	6	3	4	1	4
56	CN(C)c1ccc(N2C(=O)CC(c3ccccc3)CC2=O)cc1	0.3	-1	-4	2	0	-10	9	-4	1	0
57	CC(C)(C)c1cc(C(=O)NCc2cccnc2)ccn1	0.4	1	0	6	2	6	-6	2	-3	1
58	CCn1c(SCC(=O)Nc2ccc(C)cc2)nc2nc3c(cc2c1=O)CCCC3	0.5	2	1	8	4	1	-8	3	-1	0
59	COc1ccccc1OCC(=O)NC1CCSc2ccccc21 (configuration not stated)	-0.2	-3	-6	-6	0	9	-2	0	-7	-2
60	Cc1ccc(NC(=O)CSCC(=O)N(C)Cc2c(F)cccc2Cl)cc1	-0.9	-2	-1	7	-2	-11	1	2	-1	-3
61	CCCCN1C(=O)/C(=C2\SC(N3CCCCC3)=NC2=O)c2ccccc21	-0.2	-8	4	-14	0	1	-4	1	1	3
62	CC1CCc2c(sc3ncnc(SCC(=O)N(C)C4CCS(=O)(=O)C4)c23)C1 (configuration not stated)	-0.4	3	-11	0	-1	9	9	3	-3	-3
63	O=C(O)C1CC=CCC1C(=O)NCCCCc1ccccc1 (configuration not stated)	0.0	-7	2	3	13	-7	-6	2	-3	1
64	COc1cc(SC)ccc1C(=O)NCc1ccc(C)cc1	0.0	-5	6	-7	2	11	1	0	8	9
65	C=CCc1cccc2cc(C(=O)NC(C)(C)C)c(=O)oc12	0.7	2	1	-12	2	2	-2	-1	-1	4
66	CC1(C(=O)CSc2nc3ccccc3s2)CCC(=O)O1 (configuration not stated)	0.1	-6	-1	1	2	1	-4	4	-1	-3
